# HSF1 inh: HSF1 inhibition | NIH3T3-HGL HSE-luciferase, MG132-induced, luminescence 8 h; stronger effect = lower value | activity change, negative = inhibition, % at 7.5 µM (by protocol) | hit rate 0.77% among 300,000;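 active = more than half of replicate wells show activity change below -50%, luminescence cut by over half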;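 also: luciferase reports HSF-1 transcriptional activity via heat shock element; 0% = median of DMSO wells and -100% = zero luminescence signal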
# PolyA inh: yeast polyadenylation inhibition; hit rate 0.02% among 300,000; S. cerevisiae SKY197-pL101 polyadenylation reporter, beta-gal luminescence; efflux-impaired pdr1/pdr3 knockout yeast; score 100 = 6 SD above DMSO; calls only at 12 µM; AID 1875;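 active = lowest replicate activity score at least 50, where 100 means six control SD above control mean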;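 also: yeast exposed to compound for 9 h at 30 °C; higher score means more reporter readthrough which indicates perturbed polyadenylation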
# AI-2 QS modul: modulates the Vibrio harveyi AI-2 quorum sensing system; Vibrio harveyi JMH597 AI-2 luminescence/OD600 ratio, 9 h; stronger effect = lower value; strain lacks LuxN and CqsS sensors; 0 = neutral-control median; activity change, % at 7.5 µM; hit rate 0.4% among 300,000; AID 2094; in the data active = activity change below about -75%, passing the limit was not always enough;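 also: luminescence divided by OD600 gain over 9 h not by final OD600 alone; inactives centre near 13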
# KLF5 inhibitor: suppresses KLF5 promoter-driven expression. hit rate 0.23% among 290,000. AID 1700. inhibition, % at 5 µM. DLD-1 KLF5 promoter-luciferase reporter, luminescence;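 active = inhibition above a per-plate limit of that plate's mean compound inhibition plus 3 SD, cut at about 60% in these data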;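 also: 0% = DMSO wells and 100% = LY294002 at 200 µM; higher means less KLF5 promoter-driven luciferase light; inactives centre near -14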
# GSK3 alpha inh: blocks human GSK-3 alpha kinase | P49840 | ADP-Glo luminescence, 60 min | inhibition, % at 10 µM | hit rate 0.1% among 320,000;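 in the data active = inhibition above about 50%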;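 also: GST-tagged GSK-3 alpha with peptide substrate and 25 µM ATP; 0% = DMSO neutral wells and 100% = GW8510 positive control wells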
# Target sequence (P49840 whole entry, looked up): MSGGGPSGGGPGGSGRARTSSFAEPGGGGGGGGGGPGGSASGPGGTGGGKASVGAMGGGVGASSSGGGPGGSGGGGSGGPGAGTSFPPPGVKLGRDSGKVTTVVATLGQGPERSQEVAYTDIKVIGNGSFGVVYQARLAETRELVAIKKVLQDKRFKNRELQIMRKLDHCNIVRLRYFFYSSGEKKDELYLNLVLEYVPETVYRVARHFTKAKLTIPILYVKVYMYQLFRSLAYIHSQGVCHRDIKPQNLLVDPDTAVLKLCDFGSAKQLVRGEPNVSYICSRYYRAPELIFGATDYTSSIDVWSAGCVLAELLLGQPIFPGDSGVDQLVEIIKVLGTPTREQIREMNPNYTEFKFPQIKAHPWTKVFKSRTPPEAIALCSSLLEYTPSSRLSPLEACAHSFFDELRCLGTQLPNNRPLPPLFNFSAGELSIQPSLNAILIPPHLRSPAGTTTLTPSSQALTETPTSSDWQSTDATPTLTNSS
# IEC-6 tox: IEC-6 cytotoxicity, counter-screen for KLF5 inhibitors; luminescence viability; inhibition, % at 5 µM; hit rate 0.78% among 290,000; in the data active = inhibition above about 22%;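 also: 0% = plate median of test compound wells and 100% = cytotoxic reference compound wells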
# aSyn UTR inh: MLPCN primary screen, SNCA 5' untranslated region | inhibition, % (tested at 7.5 µM) | hit rate 0.82% among 300,000 | alpha-synuclein 5'UTR reporter, inhibitor activity; in the data active = inhibition above about 60%;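 also: H4 neuroglioblastoma cells stably carrying SNCA 5'UTR luciferase fusion; 0% = DMSO wells and 100% = positive control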
# HSF1 activator: increases HSF-1 driven luciferase reporter signal. NIH3T3-HGL HSF-1 luciferase reporter, MG132, 8 h; 100% = twice DMSO control signal. hit rate 1.7% among 300,000. AID 504408. activation, % at 9 µM;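 active = mean replicate activation of at least 50% with a set share of replicates each reaching 50%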;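 also: 0% = median of the neutral control wells and 100% = twice that signal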
# HSP90 refold inh: inhibitors of HSP90 luciferase refolding in rabbit reticulocyte lysate; luciferase refolding luminescence, 3 h; inhibition, % at 5.6 µM; hit rate 0.91% among 290,000; AID 1789;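 active = inhibition above the screen-wide mean plus 3 SD, computed separately per campaign, cut at about 16% in these data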;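 also: 0% = DMSO wells and 100% = 60 µM geldanamycin wells; inhibitors lower the luminescence because luciferase stays unfolded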
# GSK3beta inhib: inhibitors of human GSK3beta kinase. P49841. GST-GSK3beta kinase, ADP-Glo luminescence, 60 min; stronger effect = lower value. hit rate 0.038% among 300,000. AID 2097. activity score (negative = inhibition), % at 10 µM;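 active = more than half of replicate wells score below -50%, meaning over 50% inhibition versus plate controls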;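 also: 0% = median DMSO wells and -100% = median GW8510 positive control wells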
# Target sequence (P49841 whole entry, looked up): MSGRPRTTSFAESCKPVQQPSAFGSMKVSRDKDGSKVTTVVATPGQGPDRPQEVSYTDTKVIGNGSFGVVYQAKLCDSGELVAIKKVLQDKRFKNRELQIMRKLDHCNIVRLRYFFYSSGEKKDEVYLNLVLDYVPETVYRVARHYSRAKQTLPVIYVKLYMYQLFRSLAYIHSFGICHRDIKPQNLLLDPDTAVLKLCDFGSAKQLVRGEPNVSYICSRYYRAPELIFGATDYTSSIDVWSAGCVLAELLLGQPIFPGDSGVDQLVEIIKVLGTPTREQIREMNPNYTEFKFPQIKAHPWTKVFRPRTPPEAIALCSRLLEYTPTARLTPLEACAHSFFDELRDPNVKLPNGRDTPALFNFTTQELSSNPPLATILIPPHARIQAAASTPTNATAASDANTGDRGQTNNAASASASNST
#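 Test system: GST-fused GSK3beta enzyme, cell-free | Quantity: 1.6 ng GST-GSK3beta enzyme per well | Reagent: 25 µM ATP with peptide substrate | Schedule: 60 min enzyme reaction, room temperature | Signal: Luminescent ADP-Glo measurement of ADP formed | Read-out basis: Score relative to plate controls | Control set: DMSO and 20 µM GW8510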
# Active calls of the source: *; i = inactive; · = no result given. Only part of the results is shown (hit frequency here may not be typical).
# Order of values: HSP90 refold inh	KLF5 inhibitor	GSK3 alpha inh	AI-2 QS modul	aSyn UTR inh	PolyA inh	IEC-6 tox	HSF1 inh	HSF1 activator	GSK3beta inhib
(1) CCCCn1c(=O)[nH]c(=O)c2c1nc(-c1ccc(OC(F)F)c(OC)c1)n2C
→ -4	-35	-2	7	49	i	-1	4	13	-3
(2) COc1cccc2cc(C(C)N(CCCN3CCOCC3)C(=O)Nc3ccc(Cl)cc3)oc12 (stereo unspecified)
→ 0	-9	·	20	5	i	3	12	32	1
(3) COc1ccccc1/C=C/C(=O)NCC(=O)N/N=C/c1ccccc1
→ 2	-24	-3	32	-3	·	1	-3	9	1
(4) CC(C)(C)C1CCC(=NNC(=O)C(=O)NC2CCCCC2)CC1 (stereo unspecified)
→ -4	1	3	13	12	i	-3	-5	-2	4
(5) CCn1c(COc2ccccc2C)nnc1SCC(=O)N1CCN(c2ccccc2)CC1
→ -1	-5	-5	5	25	i	-2	·	·	1
(6) COC(=O)c1ccccc1N1C(=O)[C@@H]2C(c3ccc(F)cc3)=NO[C@@H]2C1=O
→ -1	1	-1	13	-6	i	2	-13	-22	0
(7) CCOc1ccc(Cn2c(=O)sc3ccccc32)cc1OC
→ 6	-16	-2	18	13	i	6	-6	8	0
(8) CCN(CC)CCNC(=S)Nc1ccc2nc3n(c(=O)c2c1)CCCCC3
→ -4	-10	2	5	15	i	0	-5	7	2
(9) CC(NC(=O)c1ccccc1)c1nnc(SCC(=O)NC2CCCC2)n1C (stereo unspecified)
→ -3	-22	-2	10	2	i	-2	3	15	1
(10) CC(C)(C)Cc1nnc(NC(=O)Cc2cccs2)s1
→ -4	-31	1	32	-34	i	1	-2	16	2
(11) Cc1ccc(C(=O)NCc2ccco2)cc1S(=O)(=O)Nc1cccc(C)c1C
→ 2	-17	-3	23	19	i	-7	1	7	1
(12) COc1ccc(N2CCN(C(=S)Nc3ccc(OC)cc3OC)CC2)cc1
→ -2	2	-1	14	21	i	-7	-3	3	1
(13) COc1cc(CSc2ncn[nH]2)c(OC)cc1CSc1ncn[nH]1
→ 0	-4	0	10	6	i	5	-22	-33	-1
(14) COc1cc(OC)cc(C(=O)N2CCC(C(=O)N3CCOCC3)CC2)c1
→ 1	13	2	17	-2	i	4	-3	-14	0
(15) CCOc1ccc(-c2nc(=S)[nH][nH]2)cc1
→ 1	-67	·	-45	-41	i	-1	7	11	-4
(16) Cc1[nH]c2ccccc2c1/C=N\NC(=O)Cn1nnc(-c2ccccc2)n1
→ 1	-9	-2	31	-28	i	0	-2	11	-2
(17) CN1CCC(OC(=O)COc2ccc(F)cc2)CC1
→ 4	-18	-2	16	1	i	-2	-1	-6	4
(18) CCNc1nc(NOC)nc(OCC#N)n1
→ -3	-8	0	7	7	i	-1	-7	3	-3
(19) CCNC(=S)N/N=C/c1ccc(-c2ccccc2)o1
→ 1	-89	-2	-3	-40	i	2	49	81*	3
(20) Cc1nn(C)c(C)c1S(=O)(=O)N1CCC(C(=O)NC2CCCCC2)CC1
→ 1	-15	-4	9	19	i	3	-5	4	-3
(21) COc1ccc(/C=N/Nc2nc(-c3cccc(S(=O)(=O)N4CCCC4)c3)cs2)c(OC)c1
→ 2	-6	-1	19	1	i	0	-3	0	1
(22) O=C(CC(=O)N1CCN(c2ccccn2)CC1)Nc1ccc2nc3n(c(=O)c2c1)CCCCC3
→ -1	-20	2	40	3	i	1	-2	9	1
(23) COC(=O)C1=C(C)N(CCc2ccc(OC)cc2)C(=O)C1
→ 0	1	-3	15	-15	i	0	1	-2	-1
(24) COCC(=O)N1CCC(Oc2ccc(C(=O)N3C[C@H]4CC[C@H]3C4)cc2)CC1
→ 5	-18	-2	9	7	i	4	-8	-8	-2
(25) COc1ccc(NC(=O)C(NC(=O)Cc2cccs2)c2ccccc2)cc1 (stereo unspecified)
→ 0	-12	-3	12	31	i	-4	-2	7	2
(26) COc1cccc(N2CCN(c3ccc4nnc(CCC(=O)Nc5cc(C)ccn5)n4n3)CC2)c1
→ -3	-12	0	5	-6	i	-10	-1	8	-16
(27) C=CCn1c(CSCc2ccccc2)nnc1SCC(=O)N1CCN(c2ccccc2)CC1
→ -1	-7	-1	12	-21	i	-4	0	-14	0
(28) COC(=O)c1scc(C)c1NC(=O)CSc1ccc(Cl)cc1
→ -1	5	8	8	15	i	9	6	17	0
(29) COc1cc(/C=N/NC(=O)c2cccnc2)ccc1OCC(=O)Nc1ccc(C)cc1
→ 0	-3	-1	34	-54	i	-5	1	8	1
(30) COc1cc(OC)cc(C(=O)NC(=S)N(Cc2ccccc2)C(C)C)c1
→ 0	-16	0	13	17	i	6	2	27	3
(31) O=c1c(Cl)c(Cl)cnn1Cc1ccc(F)cc1
→ 5	-23	-2	10	-57	i	27*	24	29	0
(32) CC(=O)Nc1scc(C)c1-c1nc2ccccc2s1
→ 4	-18	-2	7	-31	i	5	-19	-26	2
(33) CCCCC(CC)Cn1c(N)c(C#N)c2nc3ccccc3nc21 (stereo unspecified)
→ -3	-17	0	1	19	i	-1	14	11	0
(34) Fc1ccccc1Cn1nnc(-c2ccc3c(c2)OCO3)n1
→ -1	-115	·	-48	-77	i	-3	52	83*	0
(35) O=c1[nH]cccc1-c1nc2ccccc2n1Cc1ccccc1F
→ 4	-9	-2	21	-15	i	1	1	-5	2
(36) CCC(C)Sc1ccc([C@@H]2[C@@H]3C(=O)N(C)C(=O)[C@@H]3[C@]3(C(=O)OC)CCCCN23)cc1 (stereo partly specified)
→ ·	·	-1	17	2	i	·	4	9	-1
(37) CCOc1ccc2[nH]c(C(=O)N/N=C/c3ccc(OC)cc3)cc2c1
→ 5	66*	1	10	76*	i	84*	-18	-13	-1
(38) COc1ccccc1NCc1nnc(-c2ccccc2)o1
→ 0	-59	-1	14	-60	i	-1	-4	-2	3
(39) Cc1c(C#N)c(O)n(CCO)c(=O)c1N=Nc1ccc2c(c1)COC2=O
→ 15	-41	0	1	-4	i	2	67	67*	-5
(40) COc1ccc(C(=O)NNC(=O)c2cnccn2)cc1[N+](=O)[O-]
→ 0	4	0	-13	-8	i	1	-85*	-89	-3
(41) CN(C)c1nc(-c2cn(CCC#N)c3ccccc23)cs1
→ -2	-5	-5	6	4	i	0	-15	-6	-1
(42) COc1ccccc1-n1c(C)nnc1SCC(=O)NCc1ccccc1
→ -2	-30	0	5	12	i	3	3	-8	1
(43) Cc1cccc(NC2=C/C(=N/S(=O)(=O)c3cccs3)c3ccccc3C2=O)c1
→ 4	-10	0	·	·	·	-3	·	·	·
(44) COC(=O)c1cc(S(=O)(=O)N2CCCCCC2)c[nH]1
→ -1	-21	-3	12	23	i	-1	-1	8	3
(45) COc1ccc(C2CC(c3ccc(OC)cc3)n3nc(NS(C)(=O)=O)nc3N2)cc1 (stereo unspecified)
→ -1	-14	-5	0	-15	i	-6	·	·	1
(46) CCOc1ccc(-c2cc(C(=O)NCCCn3ccnc3)c3ccccc3n2)cc1
→ -2	-29	-1	11	-58	i	4	7	12	-1
(47) O=[N+]([O-])c1ccccc1CN1CCN(S(=O)(=O)c2ccccc2)CC1
→ ·	·	2	16	-25	i	·	-18	-25	1
(48) C/C(=N/OCC(=O)Nc1ccc(C)cc1C)c1cccs1
→ 0	-32	-3	10	12	i	-9	-4	11	-24
(49) CN(c1ccc(O)cc1)c1nc(O)c(C2=c3ccccc3=NC2=O)s1
→ ·	·	2	20	-155	i	·	15	32	3
(50) CCN(CC)c1ccc(C=C2C(=O)OC(c3ccccc3)OC2=O)cc1 (stereo unspecified)
→ 0	-6	-3	13	-7	i	0	0	-6	0
(51) O=C(Nc1ccncc1)Nc1ccc(F)cc1
→ 1	-38	-1	-14	-15	i	6	2	4	3
(52) CCOc1cc(C2C3=C(CC(C)(C)CC3=O)N(CCOC)C3=C2C(=O)CC(C)(C)C3)ccc1OC
→ 6	-34	1	11	18	i	2	0	-8	2
(53) CCOc1ccc(NC(N)=O)cc1OCC
→ 2	1	-2	9	-4	i	-5	-1	10	3
(54) c1ccc2c(c1)ncc1cccn12
→ 0	-26	-2	7	14	i	3	-2	-12	1
(55) COc1ccc(C2C(C#N)=C(SCC(=O)Nc3ccc(C)cc3)NC3=C2C(=O)CC(C)(C)C3)cc1 (stereo unspecified)
→ 0	-37	-2	5	5	i	-3	18	30	1
(56) CC(=O)c1cccc(CN2CCN(CCc3ccccc3)C(CCO)C2)c1 (stereo unspecified)
→ 1	-65	0	40	2	i	-1	-12	0	0
(57) CCOC(=O)C1CCCN(C(=O)c2ccc(CNc3c(N4CCC(C)CC4)c(=O)c3=O)cc2)C1 (stereo unspecified)
→ -3	8	-2	10	14	i	-1	-24	-42	-1
(58) CCOc1nc(NCCc2ccc(OC)c(OC)c2)nc(NC(C)(C)CO)n1
→ -4	-29	·	7	14	i	-3	-6	-4	-2
(59) C/C(Cn1nnc([N+](=O)[O-])n1)=N\NC(=O)c1ccccc1Cl
→ 2	-27	-3	32	3	i	1	0	-9	0
(60) COc1ccc(-n2nc(C(=O)NCC(=O)N3CCCCC3)c3ccccc3c2=O)cc1
→ 1	-31	-1	10	-43	i	1	-9	-5	1
